# From PubChem
# PolyA inhibitor: yeast polyadenylation inhibition. S. cerevisiae SKY197-pL101 polyadenylation reporter, beta-gal luminescence; efflux-impaired pdr1/pdr3 knockout yeast; score 100 = 6 SD above DMSO. calls only at 12 µM. 0.02% of 300,000 active. AID 1875;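 active = lowest replicate activity score at least 50, where 100 means six control SD above control mean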;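 note: yeast exposed to compound for 9 h at 30 °C; higher score means more reporter readthrough which indicates perturbed polyadenylation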
# Dyrk1A ADPGlo: blocks rat Dyrk1A kinase activity; ADP-Glo luminescence, NFATc1 peptide; 0.43% of 310,000 active; inhibition, % at 12.5 µM; Q63470; in the data active = inhibition above about 50%;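 note: plate controls were vehicle with enzyme for no effect and no enzyme for full effect; many of its hits are not listed in these tables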
# HSF1 activator: increases HSF-1 driven luciferase reporter signal; NIH3T3-HGL HSF-1 luciferase reporter, MG132, 8 h; 100% = twice DMSO control signal; activation, % at 9 µM; 1.7% of 300,000 active;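 active = mean replicate activation of at least 50% with a set share of replicates each reaching 50%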;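 note: 0% = median of the neutral control wells and 100% = twice that signal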
# Platelet DG rel: modulates dense granule release in human platelets. human platelet-rich plasma, SFLLRN dense granule ATP release, luminescence. inhibition, %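 (compounds screened at 7.5 µM in platelet-rich plasma)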. 0.22% of 300,000 active;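 active = mean replicate score, as percent of positive control, at or above 50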
# GSK3beta inhib: blocks human GSK3beta kinase activity; P49841; GST-GSK3beta kinase, ADP-Glo luminescence, 60 min; stronger effect = lower value; activity score (negative = inhibition), % at 10 µM; 0.038% of 300,000 active;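 active = more than half of replicate wells score below -50%, meaning over 50% inhibition versus plate controls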;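 note: 0% = median DMSO wells and -100% = median GW8510 positive control wells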
#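 Assay system: GST-tagged human GSK3beta kinase, cell-free; Input: 1.6 ng GSK3beta; Medium: Tris/MgCl2 kinase buffer; Timing: 60 min enzyme reaction, room temperature; Signal: ADP-Glo luminescence quantifying ADP generated by kinase; Evaluation: score relative to plate controls; Benchmarks: DMSO neutral wells and GW8510 at 20 µM as positive.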
# HSF1 inhib: HSF1 inhibition; 0.77% of 300,000 active; activity change, negative = inhibition, % at 7.5 µM (by protocol); NIH3T3-HGL HSE-luciferase, MG132-induced, luminescence 8 h; stronger effect = lower value;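 active = more than half of replicate wells show activity change below -50%, luminescence cut by over half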;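 note: luciferase reports HSF-1 transcriptional activity via heat shock element; 0% = median of DMSO wells and -100% = zero luminescence signal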
# HSP90 inh: inhibitors of HSP90 luciferase refolding in rabbit reticulocyte lysate. inhibition, % at 5.6 µM. luciferase refolding luminescence, 3 h. 0.91% of 290,000 active. AID 1789;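 active = inhibition above the screen-wide mean plus 3 SD, computed separately per campaign, cut at about 16% in these data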;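 note: 0% = DMSO wells and 100% = 60 µM geldanamycin wells; inhibitors lower the luminescence because luciferase stays unfolded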
# GSK3 alpha inh: blocks human GSK-3 alpha kinase; inhibition, % at 10 µM; 0.1% of 320,000 active; ADP-Glo luminescence, 60 min; P49840;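 in the data active = inhibition above about 50%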;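 note: GST-tagged GSK-3 alpha with peptide substrate and 25 µM ATP; 0% = DMSO neutral wells and 100% = GW8510 positive control wells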
# Target sequence (P49840 whole entry, looked up): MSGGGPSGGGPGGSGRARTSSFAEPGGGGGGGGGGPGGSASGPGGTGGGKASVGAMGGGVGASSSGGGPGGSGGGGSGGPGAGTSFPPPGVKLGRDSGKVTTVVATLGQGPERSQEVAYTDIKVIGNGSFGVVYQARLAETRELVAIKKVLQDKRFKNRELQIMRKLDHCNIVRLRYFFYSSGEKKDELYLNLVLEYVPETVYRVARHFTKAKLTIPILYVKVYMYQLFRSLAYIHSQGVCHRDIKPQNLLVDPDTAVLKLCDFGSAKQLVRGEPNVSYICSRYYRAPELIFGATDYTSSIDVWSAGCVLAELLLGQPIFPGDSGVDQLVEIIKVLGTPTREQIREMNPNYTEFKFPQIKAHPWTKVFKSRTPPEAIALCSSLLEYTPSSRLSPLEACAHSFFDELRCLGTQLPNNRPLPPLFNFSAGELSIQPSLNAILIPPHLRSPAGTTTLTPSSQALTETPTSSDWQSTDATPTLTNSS
# AI-2 QS modul: Vibrio harveyi AI-2 quorum sensing modulation. Vibrio harveyi JMH597 AI-2 luminescence/OD600 ratio, 9 h; stronger effect = lower value; strain lacks LuxN and CqsS sensors; 0 = neutral-control median. activity change, % at 7.5 µM. 0.4% of 300,000 active. AID 2094; in the data active = activity change below about -75%, passing the limit was not always enough;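 note: luminescence divided by OD600 gain over 9 h not by final OD600 alone; inactives centre near 13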
# HDAC3 inhib: inhibitors of human histone deacetylase 3. recombinant HDAC3, fluorogenic peptide/trypsin coupled, fluorescence. O15379. inhibition, % at 8.3 µM. 0.15% of 320,000 active; in the data active = inhibition above about 26%, passing the limit was not always enough
# Target sequence (O15379 whole entry, looked up): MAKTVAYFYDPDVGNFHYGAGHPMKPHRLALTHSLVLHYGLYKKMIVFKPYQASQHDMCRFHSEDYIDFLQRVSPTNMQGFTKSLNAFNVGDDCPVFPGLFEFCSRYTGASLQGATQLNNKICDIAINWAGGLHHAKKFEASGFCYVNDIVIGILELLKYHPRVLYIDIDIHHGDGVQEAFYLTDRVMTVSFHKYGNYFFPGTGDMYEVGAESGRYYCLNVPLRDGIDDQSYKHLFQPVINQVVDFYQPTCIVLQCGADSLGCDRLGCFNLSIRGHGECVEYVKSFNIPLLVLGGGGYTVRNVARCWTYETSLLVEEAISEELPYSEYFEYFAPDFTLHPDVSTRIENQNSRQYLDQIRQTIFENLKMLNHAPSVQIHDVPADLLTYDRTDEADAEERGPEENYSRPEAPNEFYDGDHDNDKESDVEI
# Starred values were filed as active, the others as inactive; i = inactive; · = not tested or not shown. Only part of the results is shown; rates above refer to the full screens.
SMILES,PolyA inhibitor,Dyrk1A ADPGlo,HSF1 activator,Platelet DG rel,GSK3beta inhib,HSF1 inhib,HSP90 inh,GSK3 alpha inh,AI-2 QS modul,HDAC3 inhib
O=C(Nc1c(Cl)cccc1Cl)c1cc(-c2ccco2)on1,i,-5,-2,-10,0,0,0,-2,7,0
Cc1cc2ccccc2n1CCNC(=O)COc1ccccc1,i,3,-7,3,-5,8,·,0,10,·
O=C1CC(Cc2ccccc2)C(=O)N1CCCn1ccnc1 (stereo not drawn),i,·,5,1,1,-5,-4,-1,20,-5
Cc1cccc(OCc2n[nH]c(=S)n2C2CCCCC2)c1,i,0,7,-7,2,-5,3,3,13,10
COc1cc2c(cc1NC(=O)Nc1ccc(F)cc1)oc1ccccc12,i,5,15,-12,2,-2,1,0,34,4
CCOC(=O)c1c(NC(=O)CSc2nc3ccccc3o2)sc(C)c1C,i,-8,144*,-10,2,81,0,-4,17,1
CCCn1c2ccccc2c2cnn(CC(=O)NC3CCCC(C)C3C)c(=O)c21 (stereo not drawn),i,2,16,1,2,-1,1,-1,29,2
COC(=O)c1ccc(OCC(=O)N2CCCc3ccccc32)cc1,i,0,11,18,4,-3,0,0,0,4
O=C(NNC(=O)c1ccc2ccccc2c1O)c1cccs1,·,-1,15,0,0,11,-6,-1,9,3
Cc1cc(C)c(NC(=O)C2CCCO2)c(C)c1NC(=O)C1CCCO1 (stereo not drawn),i,-5,-26,0,-1,-12,-2,-1,19,3
N#CCc1nn(-c2ccc(F)cc2)c(N)c1C#N,i,2,-8,10,-2,-4,-3,6,-4,1
CC(C)CNC(=O)c1cc2nc3c(c(C(F)(F)F)n2n1)CCc1ccccc1-3,i,2,11,4,3,-3,5,-2,13,-4
COc1ccc(CCn2c(C)cc(C(=O)COC(=O)c3cnc(C)cn3)c2C)cc1,i,-6,-5,10,1,-5,·,0,34,-5
Cc1ccc(CNC(=O)c2ccc(N3CCC4(CC3)CC(c3ccccc3)=NO4)c(NC(=O)c3cccc(C)c3)c2)cc1,i,-18,16,2,0,4,·,2,17,1
Cc1ccc(CNC(=O)CCNC(=O)Cn2ccc3ccccc3c2=O)cc1,i,3,40,3,0,14,-3,-8,20,4
COc1ccc(N2CCN(C(CNC(=O)C(=O)NCc3ccc4c(c3)OCO4)c3ccco3)CC2)cc1 (stereo not drawn),i,-2,-10,-6,0,0,-1,-2,13,-2
CC(C)OC(=O)c1cc(Cl)c(=O)n(Cc2ccc(Cl)cc2Cl)c1,i,-1,17,-5,3,3,4,-2,16,-3
COc1ccc(N2CCN(C(=O)CCSCc3ccccc3F)CC2)cc1,i,-6,17,-3,3,4,-2,-4,6,1
COc1cc(/C=N\NS(=O)(=O)c2ccccc2)cc(OC)c1OC,i,4,-7,6,-3,0,2,0,1,4
c1ccc2c(c1)nc1n2CCN1CCN1CCCC1,i,3,7,3,1,-7,-5,-5,17,-3

# Compounds listed so far with a halogen, in the order listed:
SMILES,PolyA inhibitor,Dyrk1A ADPGlo,HSF1 activator,Platelet DG rel,GSK3beta inhib,HSF1 inhib,HSP90 inh,GSK3 alpha inh,AI-2 QS modul,HDAC3 inhib
O=C(Nc1c(Cl)cccc1Cl)c1cc(-c2ccco2)on1,i,-5,-2,-10,0,0,0,-2,7,0
COc1cc2c(cc1NC(=O)Nc1ccc(F)cc1)oc1ccccc12,i,5,15,-12,2,-2,1,0,34,4
N#CCc1nn(-c2ccc(F)cc2)c(N)c1C#N,i,2,-8,10,-2,-4,-3,6,-4,1
CC(C)CNC(=O)c1cc2nc3c(c(C(F)(F)F)n2n1)CCc1ccccc1-3,i,2,11,4,3,-3,5,-2,13,-4
CC(C)OC(=O)c1cc(Cl)c(=O)n(Cc2ccc(Cl)cc2Cl)c1,i,-1,17,-5,3,3,4,-2,16,-3
COc1ccc(N2CCN(C(=O)CCSCc3ccccc3F)CC2)cc1,i,-6,17,-3,3,4,-2,-4,6,1

# Next section.
SMILES,PolyA inhibitor,Dyrk1A ADPGlo,HSF1 activator,Platelet DG rel,GSK3beta inhib,HSF1 inhib,HSP90 inh,GSK3 alpha inh,AI-2 QS modul,HDAC3 inhib
O=c1c2cnn(-c3ccccc3)c2nc(-c2cccs2)n1-c1cccc(Cl)c1,i,0,17,-5,-1,1,3,4,5,-1
CCn1c(/C=C2\C(=O)N(C(C)C)c3ccccc32)nc2ccccc2c1=O,i,-4,-23,6,-8,-3,0,-1,4,0
Cc1ccc(C(=O)N2CC(=O)Nc3ccc(C)cc3C2c2ccccc2)cc1 (stereo not drawn),i,5,15,-1,-1,12,4,·,11,·
N#Cc1c(NC(=O)C2C3C=CC(C3)C2C(=O)O)sc2c1CCCCC2 (stereo not drawn),i,-1,9,8,1,6,-2,0,-6,6
CCOC(=O)c1nnn(CC(=O)N2N=C(c3ccc(Cl)cc3)CC2c2ccccc2)c1C(=O)OCC (stereo not drawn),i,-2,52*,2,-1,20,-1,-2,16,3
Cc1cccc(NC(=O)CN2C(=O)S/C(=C\c3ccc(O)c([N+](=O)[O-])c3)C2=O)c1,i,36,5,13,-1,8,-2,0,73,3
COc1ccc(-c2csc(NC(=O)CSc3nc(SC)ns3)n2)cc1,i,4,71*,-4,1,24,-7,8,32,-3
CC(=O)Nc1ccc(S(=O)(=O)NCC(=O)OCC(=O)NC(=O)c2cccn2C)cc1,i,2,32,-2,1,5,0,1,27,1
C/C(=N/NC(=O)c1ccc(Br)o1)c1cccc(NC(=O)c2ccc(C)o2)c1,i,5,32,3,3,9,0,0,11,0
COc1ccc(-c2c(N)nnc3c2[nH]c2ccccc23)cc1OC,i,14,-1,2,-30,6,-1,21,29,-5
O=S(=O)(Nc1cccc(S(=O)(=O)N2CCOCC2)c1)c1cccs1,i,2,-17,-22,-1,-1,-3,-3,20,-4
CCOC(=O)N1CCC(NC(=O)C2CCN(S(=O)(=O)c3cccs3)CC2)CC1,i,-5,18,7,0,2,2,-1,31,5
Cc1ccc(S(=O)(=O)NCCC(=O)Nc2cc(S(=O)(=O)N(C)C)ccc2C)cc1C,i,-1,-5,-8,1,8,-1,2,18,8
O=C(NC(=C(Cl)Cl)S(=O)(=O)c1ccc(Cl)cc1)c1ccccc1,i,-6,67*,11,2,57,1,-3,-3,-2
COC(=O)C1CCN(CCCOc2ccc(CN3CCN(c4ccc([N+](=O)[O-])cc4)CC3)cc2)CC1,i,1,-13,2,2,-11,0,-3,7,2
Cc1nc(C(=O)Nc2ccccc2Cl)cc2c1[nH]c1ccccc12,i,6,-15,-3,1,3,-4,·,29,-2
O=C(CN1C(=O)CCC1=O)Nc1nc(-c2ccc3ccccc3c2)cs1,i,5,32,5,-2,19,1,-1,17,2
O=C(COCc1cc(-c2ccc3c(c2)OCO3)on1)Nc1cccnc1,i,-6,9,9,-1,5,-4,2,14,0
CN(C)Cc1cc2ccccc2c2c1COC2,i,16,0,-1,3,-1,-1,1,13,-2
CC1CN(C(=O)COC(=O)c2cc(=O)c3ccccc3o2)CC(C)O1 (stereo not drawn),i,0,5,2,-3,2,2,-1,19,3
CC1c2ccccc2SC(CCCN(C)C)c2ccccc21 (stereo not drawn),i,-6,0,13,-3,0,1,0,6,-1
CC1CCN(c2nc(-c3ccccc3)cc(C(F)(F)F)n2)CC1,i,-1,-7,9,3,-1,1,2,18,3
CCOc1ccccc1OCC(=O)O,i,12,-3,7,0,5,2,1,14,-4
CC1(C)C2CCC1(CS(=O)(=O)N1CCOCC1)C(=O)C2 (stereo not drawn),i,-2,·,0,0,·,-2,-2,17,0
N#Cc1ccc(NC(=O)Cn2cnc(S(=O)(=O)N3CCCCC3)c2)cc1,i,4,-2,-3,-2,0,-3,0,29,-2
NC(=O)[C@H]1CC2(CC(c3cccc(NC(=O)c4ccccc4)c3)=NO2)CN1C(=O)[C@H]1CCC(=O)N1 (stereo partly drawn),i,-5,-4,2,-4,1,-1,-1,8,-4
Cc1cc(NS(=O)(=O)c2ccc(NC(=O)/C=C/c3c(F)cccc3Cl)cc2)nc(C)n1,i,19,-18,-5,-2,-5,2,1,15,-8
CCOC(=O)C(CCCCCCP(=O)(c1ccccc1)c1ccccc1)NC(C)=O (stereo not drawn),i,7,15,-4,2,8,1,-3,6,1
CCN(CC)CC(=O)Nc1cc(N(C)C)nc2ccccc12,i,·,0,-1,3,-1,4,-1,30,-2
CC(=O)N1c2ccc(S(=O)(=O)N3CCCC3C(=O)Nc3cccc(F)c3)cc2CC1C (stereo not drawn),i,9,12,-4,-2,4,-5,-1,43,4
COc1ccc(C2(c3ccc(OC)cc3)NC(=O)N(CC(=O)N(C)C)C2=O)cc1,i,-1,-6,-25,-1,-2,-3,1,-1,2
CC(C)C(=O)N1CCC2(CC1)Oc1ccc(F)cc1C(=O)C21CC(c2ccc(Cl)cc2)=NO1 (stereo not drawn),i,-1,16,1,0,3,·,0,17,1
COc1ccccc1C(=O)NNC(=O)CN1C(=O)c2ccccc2C1=O,i,1,-12,14,3,-5,0,-1,26,-16
CC1CN(C(=O)CSc2nnc(CNC(=O)c3ccc(S(=O)(=O)N(C)C)cc3)o2)CC(C)O1 (stereo not drawn),i,3,-5,3,5,-7,0,-1,27,6
COC(=O)Nc1ccc(S(=O)(=O)N2CCCC(C(=O)N3CCCCC3)C2)cc1 (stereo not drawn),i,23,6,1,0,-4,4,-2,6,0
COc1cc(OC)cc(C(=O)Nc2cc(C)on2)c1,i,-1,-9,6,0,-6,-2,1,27,6
